hcDAF-12 act: H. contortus DAF-12 nuclear receptor activators, primary screen, cell-based, luminescence, HEK293, lit1-tk-luc reporter; HEK293 hcDAF-12 lit1-tk-luc reporter; 0% DMSO, 100% Δ7-dafachronic acid; activation, % at 6.8 µM; hit rate 1.4% among 370,000; AID 652067, 2013;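 active = activation above the mean of all tested compounds plus 3 SD, cut at about 5.5% in these data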;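 also: 100% = response to 3 µM Δ7-dafachronic acid high control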
hgDAF12 agonist: H. glycines DAF-12 receptor agonists, primary screen, cell-based, luminescence, HEK293, GAL4 fusion, UAS-luciferase | HEK293 GAL4-hgDAF12 UAS-luciferase reporter, agonist luminescence; normalized to butyrate control | hit rate 1.8% among 370,000 | activation, % at 6.8 µM;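 active = activation above a cutoff set at the mean of all screened compounds plus 3 SD, cut at about 10% in these data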;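 also: 0% = DMSO wells and 100% = sodium butyrate wells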
PLCg1 inh: PLC-gamma1 enzyme inhibitors, primary screen, biochemical, fluorescence, purified enzyme. 1-phosphatidylinositol 4,5-bisphosphate phosphodiesterase gamma-1 (Homo sapiens), P19174. fluorogenic substrate. inhibition, % at 12.2 µM. hit rate 0.84% among 370,000; in the data active = inhibition above about 9.5%
PLCb3 inh: human PLC-beta3 inhibitors, primary screen, biochemical, fluorescence; 1-phosphatidylinositol 4,5-bisphosphate phosphodiesterase beta-3 (Homo sapiens), Q01970; inhibition, % at 12.2 µM; hit rate 0.18% among 370,000; Purified PLC-beta3, fluorogenic substrate; AID 720704, 2013; in the data active = inhibition above about 11%;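 also: 0% = median of compound wells on plate and 100% = full blocker control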
Target sequence (Q01970 whole entry, looked up): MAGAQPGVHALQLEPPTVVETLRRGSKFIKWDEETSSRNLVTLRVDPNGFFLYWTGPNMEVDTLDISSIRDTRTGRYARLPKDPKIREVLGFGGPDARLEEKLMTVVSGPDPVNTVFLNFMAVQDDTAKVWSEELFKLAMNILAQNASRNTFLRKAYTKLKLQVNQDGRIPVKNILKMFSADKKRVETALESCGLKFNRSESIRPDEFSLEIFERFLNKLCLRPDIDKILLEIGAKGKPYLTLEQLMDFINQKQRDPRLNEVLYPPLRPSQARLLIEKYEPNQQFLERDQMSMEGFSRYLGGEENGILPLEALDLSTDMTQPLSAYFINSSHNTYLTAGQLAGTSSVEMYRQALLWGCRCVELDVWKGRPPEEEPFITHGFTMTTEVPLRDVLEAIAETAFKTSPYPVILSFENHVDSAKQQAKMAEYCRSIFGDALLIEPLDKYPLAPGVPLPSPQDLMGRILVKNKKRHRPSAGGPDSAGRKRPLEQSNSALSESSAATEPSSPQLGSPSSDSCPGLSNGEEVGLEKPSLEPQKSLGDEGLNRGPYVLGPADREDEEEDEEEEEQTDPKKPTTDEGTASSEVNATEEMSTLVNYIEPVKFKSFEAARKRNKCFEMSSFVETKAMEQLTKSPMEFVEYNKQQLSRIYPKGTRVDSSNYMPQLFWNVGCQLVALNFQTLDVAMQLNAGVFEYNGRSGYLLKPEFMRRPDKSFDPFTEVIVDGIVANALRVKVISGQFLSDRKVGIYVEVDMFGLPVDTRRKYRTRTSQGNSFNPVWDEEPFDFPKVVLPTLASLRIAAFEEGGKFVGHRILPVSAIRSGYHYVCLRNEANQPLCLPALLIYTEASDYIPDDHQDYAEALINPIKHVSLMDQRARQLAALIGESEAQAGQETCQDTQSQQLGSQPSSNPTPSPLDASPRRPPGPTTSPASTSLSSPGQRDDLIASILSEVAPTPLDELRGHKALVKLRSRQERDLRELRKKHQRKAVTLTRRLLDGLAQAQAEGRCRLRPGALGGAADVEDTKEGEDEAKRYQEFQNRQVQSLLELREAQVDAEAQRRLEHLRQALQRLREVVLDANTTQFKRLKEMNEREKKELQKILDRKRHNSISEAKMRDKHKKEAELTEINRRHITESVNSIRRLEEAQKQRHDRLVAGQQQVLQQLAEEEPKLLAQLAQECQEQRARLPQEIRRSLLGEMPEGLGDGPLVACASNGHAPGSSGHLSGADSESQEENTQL
DAX1 inh-1: DAX1 (NR0B1) inhibitors on StAR promoter, primary screen, cell-based, luminescence, SF-1 (NR5A1), full-length DAX-1 | hit rate 1.1% among 370,000 | AID 652010, 2013 | inhibition, % at 6.8 µM | HEK293T StAR-luciferase reporter, SF-1/DAX-1 repression relief;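 active = inhibition above the mean over all tested compounds plus 3 SD, cut at about 3.6% in these data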;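 also: 0% = DAX-1 cells with DMSO and 100% = cells lacking DAX-1 with DMSO; higher inhibition means more luminescence from relief of DAX-1 repression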
ADAM17 inh: ADAM17 inhibitors, primary screen, biochemical, QFRET | inhibition, % at 6.95 µM | AID 720648, 2013 | hit rate 0.83% among 370,000 | recombinant ADAM17, EDANS/DABCYL FRET peptide cleavage;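 active = inhibition above the mean of compounds lying between control limits plus 3 SD, set per campaign, cut at about 8.5% in these data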;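 also: 0% = DMSO-only wells as the low control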
DAX1 inh-2: DAX1 (NR0B1) inhibitors, primary screen, cell-based, HEK293, Gal4-DAX1, luciferase luminescence | HEK293 Gal4-DAX1 luciferase reporter | Nuclear receptor subfamily 0 group B member 1 (Homo sapiens), P51843 | hit rate 0.99% among 340,000 | inhibition, % at 6.75 µM | AID 504766, 2011;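 active = inhibition above the mean over all tested compounds plus 3 SD, cut at about 4.2% in these data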;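 also: 0% = DAX1-transfected cells with DMSO and 100% = empty-vector control cells with DMSO; inhibition shows as a rise in luminescence from relieved DAX1 repression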
ADAM10 inh: human ADAM10 inhibitors, primary screen, biochemical, QFRET, HTS. Disintegrin and metalloproteinase domain-containing protein 10 (Homo sapiens), O14672. recombinant ADAM10, EDANS/DABCYL FRET peptide cleavage, 3 h. inhibition, % at 7 µM. hit rate 0.62% among 370,000. AID 720582, 2013;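 active = inhibition above a per-campaign cutoff equal to the mean of compounds falling between control-based bounds plus 3 SD, cut at about 20% in these data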;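 also: 0% = DMSO wells while the 100% control is not disclosed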
ssDAF12 agonist: S. stercoralis DAF-12 nuclear receptor activators, primary screen, cell-based, luminescence, HEK293, GRIP1 co-expression, lit1-tk-luc; Nuclear hormone receptor DAF-12 (Strongyloides stercoralis); HEK293 ssDAF-12/GRIP1 lit1-tk-luc reporter; % of 3 µM dafachronic acid response; activation, % at 6.8 µM; hit rate 1% among 370,000;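 active = activation above the mean over all tested compounds plus 3 SD, cut at about 0.9% in these data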;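 also: 0% = DMSO-only wells and 100% = 3 µM delta7-dafachronic acid wells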
HGIII-sPLA2 inh: human group III sPLA2 inhibitors, primary screen, biochemical, QFRET, BODIPY PC-A2 liposome substrate | QFRET BODIPY PC-A2 liposome hydrolysis, fluorescence | Group 3 secretory phospholipase A2 (Homo sapiens), Q9NZ20 | AID 743126, 2013 | hit rate 0.56% among 370,000 | inhibition, % at 12.2 µM;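 active = inhibition above mean plus 3 SD of compounds lying within the high and low control bounds, cut at about 19% in these data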;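 also: 0% = median of test compound wells and 100% = no enzyme DMSO wells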
GAA850 FXN act: FXN promoter activators, primary screen, cell-based, luciferase luminescence, HEK293 lucGAA850; HEK293 lucGAA850 FXN promoter luciferase reporter, 24 h; percent of 10 µM SAHA response; activation, % at 6 µM; hit rate 0.56% among 360,000;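 active = activation above the average of all compounds screened plus 3 SD, cutoff fixed separately per campaign, cut at about 7.5% in these data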;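 also: 0% = DMSO wells and 100% = 10 µM SAHA wells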
Numbers without * were called inactive; i = inactive; · = not tested or not shown.

The line under a structure holds: hcDAF-12 act	hgDAF12 agonist	PLCg1 inh	PLCb3 inh	DAX1 inh-1	ADAM17 inh	DAX1 inh-2	ADAM10 inh	ssDAF12 agonist	HGIII-sPLA2 inh	GAA850 FXN act
CCOc1ccc(NC(=O)c2ccc(NC(=S)NC3CCCCC3)cc2)cc1
    -3.1	-5.4	0.2	-10.6	-0.8	-2.5	-0.1	-2.8	-2.3	3.1	-4.9
O=C(O)c1cccc(-c2ccccc2)c1O
    -0.6	0.2	-140.5	-175.1	0.5	-111.1	2.8	-441.3	-0.7	2.0	0.9
CCNC(=S)N/N=C/c1ccccc1[N+](=O)[O-]
    -2.1	1.2	-4.3	-1.4	-1.1	-3.3	1.1	-16.8	-1.5	4.5	-1.3
CC(=O)Nc1cccc(C(=O)NC2CCCc3c2cnn3-c2ccccc2F)c1 (centres undefined)
    -2.2	-0.9	-3.8	-5.6	0.1	-4.4	0.7	-0.1	-1.4	3.1	1.5
CCn1cc(C(=O)OCC(=O)Nc2cccc(Cl)c2Cl)c(=O)c2ccc(C)nc21
    -1.8	2.7	-2.6	3.0	0.6	0.2	·	1.7	-1.0	-3.0	-0.6
COc1ccccc1CNC(=O)C1CCN(Cc2nc(-c3ccc(Cl)cc3)oc2C)CC1
    0.4	-1.7	5.4	-3.0	-0.4	0.3	·	7.2	-0.9	-8.4	·
Cc1cc(N2CCC(C)CC2)nc2ccc(N3C(=O)CCC3=O)cc12
    -0.7	-1.7	-81.9	-108.2	-0.7	-180.5	-0.4	i	-1.3	-5.0	-0.9
CCOC(=O)N1CCN(c2c(NCCN(C)Cc3ccccc3)c(=O)c2=O)CC1
    -0.2	-1.8	4.0	1.5	0.5	0.3	-0.4	-2.6	-0.9	7.9	-1.7
COc1cccc(/C=N/NC(N)=S)c1OCc1cccc(Cl)c1
    -2.1	-2.8	-8.8	-10.5	-1.0	-1.3	0.7	-17.0	-1.3	4.2	-0.3
CCOc1ccc(OCCC(=O)N2CCN(S(=O)(=O)c3ccc(F)cc3)CC2)cc1
    -0.4	3.0	-1.0	-5.8	-2.3	-2.8	-1.3	-4.8	-0.7	-3.0	-0.2
Cn1nc(C(=O)OCC(=O)Nc2ccc(Cl)cc2Cl)c2ccccc2c1=O
    -0.2	0.6	2.0	-0.3	-2.1	-6.0	0.6	-14.9	-0.6	14.8	0.6
COC(=O)c1cccc(NC(=O)CC2C(=O)NCCN2C(=O)c2ccc(F)cc2F)c1 (centres undefined)
    0.5	-0.4	2.4	0.8	0.1	0.6	1.7	1.9	-0.8	-2.7	0.8
CC(=O)Nc1ccc(S(=O)(=O)NCC(=O)OCC(=O)NCc2ccc3c(c2)OCO3)cc1
    -0.6	-0.8	7.6	9.7	0.3	9.6*	0.3	10.6	-0.6	-2.0	-1.1
CN1[C@@H](Cc2ccccc2)COc2cccc(N3CCCC3)c2S1(=O)=O
    -0.8	4.3	-0.3	-0.9	-0.2	0.1	·	3.6	-1.8	6.5	·
CN(C(=O)c1ccc(=O)n(Cc2ccc(Cl)cc2)c1)c1ccccc1
    -0.6	-3.3	1.7	1.2	0.1	0.3	0.3	-7.5	-1.4	-3.8	1.0
COc1ccccc1C(=O)NCC(=O)NCCC(c1ccccc1)c1ccccc1
    -2.9	-2.1	7.0	-1.9	-0.3	3.2	-0.2	3.6	-1.1	-22.0	-1.2
CN(Cc1ccon1)C(=O)CC1C(=O)NCCN1Cc1cccc(Oc2ccccc2)c1 (centres undefined)
    -1.2	-0.6	-6.2	-14.3	-1.0	-6.0	-0.7	-11.3	-0.4	-1.9	-0.5
C[C@@H]1C(=O)OC[C@H]1NC(=O)OCc1ccccc1
    -1.0	0.5	1.5	2.7	0.6	-1.5	0.3	-0.6	-0.7	3.6	-0.1
Cc1nc(C(F)(F)F)ccc1C(=O)N1CCC1(C)C(=O)NS(=O)(=O)c1cccc(Cl)c1 (centres undefined)
    1.4	-1.0	0.7	3.4	-0.6	-5.1	·	-8.0	-1.4	-1.0	0.5
CCOC(=O)c1c(-c2ccc(C)o2)csc1NC(=O)CN1CCCCC1
    -0.2	0.1	-2.7	-13.3	2.4	-4.5	-1.5	-6.2	-1.7	-14.2	3.4
CN=C(NC1CCCCC1)c1ccc([N+](=O)[O-])cc1
    -1.3	4.1	2.0	-3.0	-0.4	-1.4	0.1	-0.1	-1.3	1.8	-1.8
O=C(Cc1c(F)cccc1Cl)c1ccc(O)cc1O
    -0.7	0.3	-14.9	-14.7	0.6	0.4	0.6	2.5	-1.3	-14.4	1.9
CCOCCCN(Cc1cc2cc(C)cc(C)c2[nH]c1=O)C(=O)N(CC)CC
    -2.5	-1.0	-6.7	0.1	-0.1	-6.8	0.1	-24.9	-0.6	3.2	-1.6
COc1ccc(/C=C/C(=O)Nc2cc(S(=O)(=O)N3CCOCC3)ccc2N2CCCC2)cc1OC
    -2.7	-5.0	2.2	-2.4	-0.6	2.3	-1.6	1.0	-1.9	1.4	2.7
COc1cccc(N2CCN(C(=O)c3oc4ccccc4c3NC(=O)Cc3ccc(OC)c(OC)c3)CC2)c1
    -0.7	-0.8	2.6	0.6	-4.7	1.8	0.2	13.1	-1.3	-12.0	-0.9
Cc1ccc(N(C)S(=O)(=O)c2cccc(C(=O)Nc3nnc(C4CC4)s3)c2)cc1
    -0.6	-2.0	-5.3	-9.9	-0.8	-4.3	0.7	5.0	-1.7	0.3	-0.1
O=C(Nc1c(Cl)cc(Cl)cc1C(=O)NCCN1CCOCC1)c1cccc([N+](=O)[O-])c1
    3.2	-1.3	1.1	1.2	0.9	-1.1	-0.1	4.6	-0.3	-0.1	1.9
O=C(CN1CCOCC1)N/N=C/c1ccc(C(=O)O)cc1
    2.3	-0.8	0.8	1.8	-0.5	-7.8	0.1	-8.0	-1.0	10.9	1.0
COc1ccccc1/C=N/NC(=O)CC(=O)NCc1cccnc1
    0.2	-0.8	1.6	-0.3	-0.1	-1.6	-0.7	-0.7	-1.3	-3.1	0.9
CCN(c1ccccc1)S(=O)(=O)c1cccc(C(=O)NCc2cccnc2)c1
    -1.5	2.2	-1.4	-1.5	-0.1	-4.2	-0.2	4.0	0.0	2.2	1.9
Cc1ccc(/C=N/NC(=O)c2nnn(-c3nonc3N)c2-c2ccc3c(c2)OCO3)s1
    -2.8	0.9	-8.5	-25.6	0.0	-27.0	0.2	-23.9	-0.8	-24.3	0.6
O=C1c2cccc3cc(Br)cc(c23)C(=O)N1Nc1ccc(Br)cc1
    -0.1	1.6	1.6	-2.0	-0.5	-1.9	0.2	-12.7	-1.9	1.1	1.3
CCn1c(SCC(=O)Nc2cc(C)on2)nnc1-c1ccco1
    -1.9	-0.3	4.2	9.3	-0.7	3.5	-0.1	-13.9	-1.1	12.2	-3.2
O=C(Nc1ccc(Cl)c(S(=O)(=O)N2CCOCC2)c1)C1=NN(c2ccccc2)C(=O)CC1
    -0.4	2.9	-2.9	-2.1	-0.1	-1.1	1.8	-0.9	-0.2	-9.2	2.0
O=c1c2c(nc3cc(-c4cccc(Cl)c4)[nH]n13)CCC2
    4.9	14.7*	-12.8	-18.4	5.5*	-16.0	2.0	-36.2	0.6	-2.9	3.8
Cc1ccc(NP(=O)(c2ccc(N(C)C)cc2NC(=O)c2cccs2)N2CCOCC2)cc1 (centres undefined)
    8.4*	5.8	6.4	14.0*	0.3	4.3	-0.3	13.1	1.5*	3.0	2.2
CC(=O)CC(C)(C)NC(C)=S
    2.5	0.1	-1.6	-3.9	0.0	-2.8	1.4	5.8	-0.6	-0.9	0.7
Cn1c(C(=O)N2CCCC(C(=O)NCc3ccccc3)C2)cc2sccc21 (centres undefined)
    -3.2	-2.2	1.1	-6.5	1.1	-6.8	0.2	5.3	-0.7	2.8	-0.5
COc1cccc(C(=O)NN2CC(O)=C(c3nc(C)cs3)C2=N)c1
    3.0	0.9	-20.3	-36.9	-0.4	-12.7	1.3	-27.6	0.4	-3.6	-0.7
CC(C)C(N)c1csc(NC(=O)Nc2cccc(C(F)(F)F)c2)n1 (centres undefined)
    -0.9	1.2	3.6	3.6	-0.4	2.2	·	2.0	-1.7	13.2	0.1
CCOc1ccc([C@@H]2CC=C(C(=O)O)[C@H](c3ccc(Cl)cc3)N2S(=O)(=O)c2ccc(C)cc2)cc1
    -1.9	0.9	-2.1	-2.5	-0.5	0.3	0.5	1.2	-1.2	-23.1	2.2
O=C(N[C@H](C(=O)N1CCC[C@H]1C(=O)NCc1ccccc1)c1ccccc1)C1CCCC1
    -1.1	1.9	2.6	5.2	0.9	-2.4	·	-1.1	-1.4	-5.2	·
Cc1ccc(S(=O)(=O)NCC(=O)OCC(=O)NCc2ccc(F)cc2)cc1
    -0.7	-2.6	-0.7	-0.8	0.5	-1.7	0.1	-1.0	-1.1	0.5	-1.0
CO/N=C1\CCn2c1c(C)c1ccccc12
    -1.2	0.0	-0.8	-9.3	-0.3	0.0	1.6	-12.4	-0.6	19.8*	-1.4
COc1ccccc1CNC(=O)C(=O)NCCC1CCCCN1S(=O)(=O)c1cccs1 (centres undefined)
    -2.1	-0.4	2.5	-5.0	-0.6	2.4	-0.4	-4.4	-0.8	-5.8	1.7
O=C(/C=C/c1cccc(F)c1)c1ccc(N2CCOCC2)cc1
    0.9	6.6	-9.2	-16.0	-0.3	2.1	-2.2	8.1	-2.1	-17.6	3.4
COc1ccc(/C=C(\C#N)C(=O)NCCCn2ccnc2)cc1
    -0.5	2.9	-2.0	3.0	-0.6	-0.2	-0.4	-1.4	-1.5	-4.9	0.1

Source: PubChem BioAssay
